Screening results deposited in PubChem by Columbia University Molecular Screening Center.
Htt clearance: mutant huntingtin protein clearance | HeLa Exon1htt(103Q)mCFP, aggregate imaging; zero = plate's median compound well | inhibition, % at 1.5 µM | actives 0.42% (n = 47,000);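 active means inhibition of aggregate fluorescence above about 70%, also judged a hit by eye on the cell image, limit read from the data, passing the limit was not always enough; inconclusive means no rule stated for this call; inactive means not judged a hit on image review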;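 further: cells exposed to compound for three days before fixation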
Htt clearance grain fraction: recorded beside Htt clearance, whose call it bears; fraction fluorescence in grains; measured here: aggregate grain fluorescence fraction; stronger effect = lower value;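 scaled fraction of total cell fluorescence in grains with unit not stated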
Active calls of the source: *; ? = inconclusive; nt = no result given.

| Htt clearance | Htt clearance grain fraction | SMILES |
| --- | --- | --- |
| 45 | 11 | O=C(O)CCSc1nnc(-c2cccnc2)n1-c1ccccc1 |
| -21 | 24 | Cc1ccc(NS(=O)(=O)c2cccc(C(=O)N3CCOCC3)c2)cc1 |
| -46 | 55 | c1ccc(Cn2nnc3c(N4CCN(Cc5ccc6c(c5)OCO6)CC4)ncnc32)cc1 |
| -5 | 37 | CCc1ccc(CCC(=O)Nc2nc(CC(C)=O)ns2)o1 |
| -20 | 48 | CC(=O)c1ccc(NC(=O)N[C@@H](CC(C)C)C(=O)O)cc1 |
| 15 | 17 | Cc1ccc(C2Nc3ccccc3-c3nc4ccccc4n32)o1 (stereo unspecified) |
| -14 | 24 | CCOCCNC(=O)c1ccccc1C(=O)NCCOCC |
| 23 | 28 | CC(=O)Nc1ccc(NC(=O)C2CC(=O)N(c3cccc(C)c3C)C2)cc1 (stereo unspecified) |
| -28 | 24 | CCCCCc1nnc(NC(=O)Cc2cccs2)s1 |
| -104 | 33 | CCCCCNC(=O)CC1Nc2c3ccccc3nc(=S)n2C1=O (stereo unspecified) |
| 40 | 10 | COc1ccc2c(c1OC)C(=O)OC2Nn1cncn1 (stereo unspecified) |
| 38 | 11 | CCCCc1ccc(NC(=O)C2CCN(S(C)(=O)=O)CC2)cc1 |
| 4 | 35 | COc1ccc(C)cc1N(CC(=O)NC1CCCC1)C(=O)CCC(=O)Nc1cc(C)on1 |
| 30 | 31 | COc1ccc(OC)c(NS(=O)(=O)c2ccc(Cl)s2)c1 |
| 7 | 42 | O=C(NCc1cccnc1)C1c2ccccc2C(=O)N1Cc1ccccc1 (stereo unspecified) |
| -8 | 24 | C=CCNC(=O)C(=O)NN=C1CCN(C)CC1 |
| -11 | 21 | COc1ccc(CCNC(=O)CSc2nc(O)c(CCC(C)C)c(=O)[nH]2)cc1OC |
| 14 | 16 | O=C(NCc1ccco1)c1ccc(NC(=O)C2COc3ccccc3O2)cc1 (stereo unspecified) |
| -33 | 29 | COc1cc(CC(=O)OCC(=O)Nc2ncc(Cl)cc2Cl)cc(OC)c1OC |
| -28 | 30 | COCCCn1[nH]c2c3c(ccc2c1=O)C(=O)c1ccccc1C3=O |
| 14 | 33 | N#Cc1cc2ccccc2nc1SCc1ccccn1 |
| -62 | 30 | O=C(CSc1nnc(NC(=O)c2ccco2)s1)NC1CCCC1 |
| 33 | 26 | CC(C)c1nc(-c2ccccn2)no1 |
| 5 | 41 | CC(C)Cn1c(SC(C)C(=O)Nc2ccc3c(c2)OCCO3)nc2ccccc2c1=O (stereo unspecified) |
| 7 | 45 | O=C(NC1CCCC1)c1ccc(CS(=O)(=O)c2ccc(Br)cc2)o1 |
| 22 | 16 | Cn1c(SCc2ccon2)nc2ccccc2c1=O |
| -118 | 88 | O=C(CN(Cc1ccccc1)C(=O)c1cc2c(s1)CCC2)NCc1cccs1 |
| -19 | 47 | CCOC(=O)N1CCC(NC(=O)Cn2cccc2C(=O)c2ccccc2C)CC1 |
| -2 | 40 | CCCc1nn(-c2ccccc2)c2c1C(c1cccs1)C(C#N)=C(N)O2 (stereo unspecified) |
| 3 | 37 | CCCCCOC(=O)Cc1c(O)c2ccccc2n(C)c1=O |
| -9 | 18 | COc1ccc(Cl)cc1NC(=O)COc1cccc(-n2cnnn2)c1 |
| -38 | 49 | COCCNC(=O)CSc1nc2ccccc2c(=O)n1-c1cccc(OC)c1 |
| 20 | 17 | NC(=O)c1ncc(C(F)(F)F)cc1Oc1ccc(F)cc1 |
| -48 | 26 | COc1cc(Cl)c(C)cc1NC(=O)CSc1nnc(-c2ccco2)n1CC(C)C |
| -28 | 23 | CCOC(=O)c1nnn(CC(=O)N2N=C(c3ccc(Cl)cc3)CC2c2ccc(OC)cc2)c1C(=O)OCC (stereo unspecified) |
| -12 | 19 | CC(=O)Nc1cccc(OCC(=O)Nc2ccc(F)cc2)c1 |
| 13 | 33 | CSCSC1=C(C#N)C(c2ccccc2Cl)C(C(C)=O)=C(C)N1 (stereo unspecified) |
| 5 | 36 | Clc1ccccc1CSc1nnc(-c2ccncc2)o1 |
| -50 | 29 | CCC(C)NC(=O)C1CCC(=O)N(c2cc(OC)c(OC)c(OC)c2)C1c1ccc(OC)cc1 (stereo unspecified) |
| 7 | 18 | CC(C)[C@H](NS(=O)(=O)c1ccccc1)C(=O)OCC(=O)NC(=O)c1cccn1C |
| 6 | 37 | CCOC(=O)c1c(-c2ccco2)csc1NC(=O)CSc1nnc(N)s1 |
| 18 | 32 | CCn1ncc(/C=C/C(=O)NCc2cnn(C)c2C)c1C |
| 51 | 18 | COc1cccc(C2C(C(C)=O)=C(O)C(=O)N2CCc2c[nH]c3ccccc23)c1 (stereo unspecified) |
| ? | nt | Cc1cc(C)c(-c2cc(C(=O)Nc3c(C)n(C)n(-c4ccccc4)c3=O)[nH]n2)c(O)c1 |
| 0 | 19 | CN(C)C(=O)C12CCC(C)(c3nc4ccccc4nc31)C2(C)C (stereo unspecified) |
| -4 | 37 | COc1ccc(OC)c(N)c1 |
| 27 | 25 | COc1ccc(CCNC(=O)COc2nsnc2N2CCOCC2)cc1OC |
| 27 | 26 | CCOC(=O)N1CCN(C(=O)CS(=O)(=O)c2cn(Cc3ccccc3Cl)c3ccccc23)CC1 |
| 5 | 18 | O=C(NCCc1ccncc1)Nc1ccc(Cl)cc1 |
| ? | nt | CC(=O)Nc1nc(S(=O)(=O)c2ccc(C)cc2)c(Cl)s1 |

(cont.)
| Htt clearance | Htt clearance grain fraction | SMILES |
| --- | --- | --- |
| -25 | 42 | O=C(O)c1ccc2c(c1)NC(=O)C(N1CCCC1)S2 (stereo unspecified) |
| 20 | 32 | CS(=O)(=O)NCCSCc1ccco1 |
| 4 | 17 | Cn1c(NC(=O)c2ccc(Br)o2)cc(=O)n(C)c1=O |
| -22 | 44 | CCOc1ccc2[nH]c(=O)c(CN(CCc3ccccc3)C(=O)c3cnccn3)cc2c1 |
| -3 | 18 | Cc1nc2ccccc2c2nc(N)nn12 |
| 30 | 21 | C#CC[N+]1(CC#Cc2ccccc2)CCCC1 |
| -17 | 24 | CCCS(=O)(=O)N1CCC(C(=O)N2CCN(Cc3ccccc3)CC2)CC1 |
| 8 | 18 | Clc1ccccc1OCc1nn2c(-c3ccncc3)nnc2s1 |
| -31 | 26 | Nc1nonc1-c1nc2ccccc2n1CC(=O)O |
| -19 | 47 | COc1cc(C(=O)Nc2cccc(-c3nc4cc(C)ccc4o3)c2C)cc(OC)c1OC |
| 15 | 31 | CN1CCN(CCCC(=O)c2ccc(F)cc2)CC1 |
| 32 | 12 | CCOc1ccc(C(=O)OCCN(C)C)cc1 |
| -12 | 19 | O=C(CSc1nnc(-c2cccs2)n1-c1ccccc1)NCc1ccco1 |
| 44 | 11 | CCC(=O)c1ccccc1OCCCN1C(=O)NC(C)(C)C1=O |
| 2 | 16 | Cc1ccccc1CN1CCN(CC(=O)NCc2ccco2)C1=O |
| 48 | 15 | O=C(Nc1nccs1)C12CC3CC(C1)CC(C(=O)Nc1nccs1)(C3)C2 |
| 11 | 36 | CN1CCN(CCC(=O)N2c3ccccc3Sc3ccc(Cl)cc32)CC1 |
| 32 | 26 | Clc1ccc(CN2CCCCCCC2)cc1Cl |
| -15 | 22 | Cc1csc(NC(=O)c2cccc(Cn3nc(C)c(Br)c3C)c2)n1 |
| 14 | 29 | COC(=O)CSc1nnc(CNC(=O)c2cccc(C)c2)n1-c1ccccc1OC |
| -1 | 37 | CCOC(=O)Cn1c(CN2CCN(C(c3ccccc3)c3ccccc3)CC2)nc2c1c(=O)n(C)c(=O)n2C |
| 8 | 27 | CCOC(=O)c1c(NC(=O)Cn2cnc([N+](=O)[O-])n2)sc2c1CCC(C)C2 (stereo unspecified) |
| 37 | 21 | CNC(=O)CCn1nc(-c2ccccc2)c2ccccc2c1=O |
| -56 | 66 | Cc1cc2c(c(SCC(=O)NCCc3ccccc3)n1)C(=O)OC2 |
| 25 | 23 | O=C(CSc1nnc(COc2cccc3cccnc23)o1)N1CCc2ccccc21 |
| -10 | 20 | O/N=C(\c1ccc2c(c1)OCCO2)C1CCCCC1 |
| 6 | 18 | O=C(NCCCN1CCN(CCCNC(=O)c2ccc3c(c2)OCO3)CC1)c1ccc2c(c1)OCO2 |
| 0 | 18 | Cc1nn(Cc2ccc(C(=O)Nc3nccs3)cc2)c(C)c1Cl |
| -7 | 20 | COc1cccc2cc(C(=O)N3CCCCC3C)c(=O)oc12 (stereo unspecified) |
| -38 | 47 | CCCCc1c(C)nc(N)[nH]c1=O |
| -20 | 45 | CC(C)n1c(SCC(=O)NCc2ccco2)nc2c1c(=O)n(C)c(=O)n2C |
| -55 | 81 | O=C(CN1CCN(Cc2ccc(Cl)cc2)C1=O)NCCCN1CCOCC1 |
| -30 | 26 | O=C(Cn1nnc(-c2ccccc2)n1)OC1CCOC1=O (stereo unspecified) |
| -22 | 61 | CC(NC(=O)C1CCC(=O)N1Cc1ccc(F)cc1)c1ccc2c(c1)OCCO2 (stereo unspecified) |
| -46 | 49 | O=C(O)CCc1nc(-c2ccccc2Cl)no1 |
| 21 | 31 | CCCCn1c(SCC(=O)NC(C)CC)nc2ccc(N3CCOCC3)cc2c1=O (stereo unspecified) |
| 32 | 33 | O=C(Cn1nc(Cc2cccnc2)c2ccccc2c1=O)N1CCN(c2ccccn2)CC1 |
| 17 | 33 | COc1ccc(CCNC(=O)CCn2c(SCC#N)nc3ccccc3c2=O)cc1OC |
| 32 | 27 | Cn1c(CNc2ccccc2)nc2ccccc21 |
| 0 | 19 | Cc1ccc(C(=O)CSc2nnc(-c3cccnc3)n2N)cc1 |
| -6 | 47 | COc1ccccc1N1CCN(CCCC(=O)c2ccc(F)cc2)CC1 |
| -23 | 21 | C=CCNC(=O)c1ccccc1NS(=O)(=O)c1ccc(SC)cc1 |
| 3 | 34 | CCC(NC(=O)Nc1cc(OC)c(OC)c(OC)c1)(C(F)(F)F)C(F)(F)F |
| -65 | 30 | CC(=O)NC1CC2CCCC(C1)N2CC(=O)N1CCCc2ccccc21 (stereo unspecified) |
| -43 | 48 | COCCCNC(=O)c1ccc(CS(=O)(=O)Cc2cccc(C)c2)o1 |
| 6 | 18 | CCOc1ccc(NCC(=O)Nc2ccc(Cl)cc2C)cc1 |
| -38 | 51 | CCC(C)NC(=O)C1CCN(C(=O)c2ccccc2)CC1 (stereo unspecified) |
| -5 | 38 | Cc1ccc(S(=O)(=O)N2CCC(C(=O)NCc3cccnc3)CC2)cc1 |
| -77 | 34 | O=C(NCc1ccc2c(c1)OCO2)c1ccc(NS(=O)(=O)c2ccc3c(c2)OCCO3)cc1 |
| 41 | 21 | COc1ccccc1NC(=O)N(c1c(N)n(Cc2ccccc2)c(=O)[nH]c1=O)C1CCCC1 |

More entries
| Htt clearance | Htt clearance grain fraction | SMILES |
| --- | --- | --- |
| 15 | 33 | CC1CCCN(c2nc3ccsc3c(=O)s2)C1 (stereo unspecified) |
| -27 | 54 | CC1CCCN(C(=O)COC(=O)c2n[nH]c3ccccc23)C1 (stereo unspecified) |
| 12 | 19 | Cc1csc(NC(=O)c2nc3nccc(C)n3n2)n1 |
| -231 | 72 | CN1CCN(c2nc(N3CCN(CCO)CC3)nc3ccccc23)CC1 |
| -6 | 39 | O=C(CCNS(=O)(=O)c1cccs1)Nc1nccs1 |
| -89 | 85 | COc1ccc(N2Cc3cccc(C(=O)NC(C)CCc4ccco4)c3C2=O)cc1 (stereo unspecified) |
| 29 | 29 | Cc1nnc(NC(=O)c2c(F)cccc2F)s1 |
| 45 | 11 | O=C(CCN1C(=O)c2ccccc2C1=O)Nc1sc2c(c1C(=O)NCc1ccco1)CCCC2 |
| 10 | 18 | COc1ccccc1N1CCN(C(=O)c2oc3cc(C)c(C)cc3c2C)CC1 |
| -306 | 183 | COC(=O)C(CCSC)NC(=O)Cn1ncc2c(=O)oc3ccccc3c21 (stereo unspecified) |
| -83 | 38 | Cc1c(C(=O)c2no[n+]([O-])c2C(=O)c2cnn(C)c2C)cnn1C |
| 47 | 20 | Cc1ccc(OCC(=O)N/N=C/c2ccncc2)cc1 |
| -20 | 45 | Cc1ccc2c(c1)N(CC(=O)NCC1CCCO1)C(=O)C(C)O2 (stereo unspecified) |
| 8 | 16 | CCOC(=O)c1cc2oc(C)cc2n1CC(=O)OC1CCCCC1 |
| 15 | 24 | O=C(CSc1nnc(CCc2ccccc2)n1-c1ccc(Cl)cc1)NCc1ccccc1 |
| -71 | 60 | O=C(NC(Cc1ccc2c(c1)OCO2)C(=O)N1CCCC1C(=O)O)c1ccccc1 (stereo unspecified) |
| 8 | 16 | CC(C(=O)O)N1C(=O)c2cccc3cccc1c23 (stereo unspecified) |
| 43 | 10 | NC(=O)CNC(=O)C1CCCc2c1[nH]c1ccc(Cl)cc21 (stereo unspecified) |
| 42 | 9.7 | CCCCn1c(C(C)O)nc2ccccc21 (stereo unspecified) |
| 32 | 12 | CCCN(CCC)CCNC(=O)Cn1cnc2sc(C)c(S(=O)(=O)N3CCOCC3)c2c1=O |
| -26 | 23 | Cc1cc(C)nc(SCCS(=O)(=O)Cc2ccc(Cl)cc2)n1 |
| 45 | 11 | COC(=O)c1ccccc1NC(=S)NC(=O)COc1ccccc1Cl |
| 65 | 6.5 | CCCCc1ccc(NC(=O)N[C@H](C(=O)O)C(C)CC)cc1 (stereo partly specified) |
| -26 | 38 | COc1cc2c(cc1OC)C1Cc3ccc(OC)c(OC)c3CN1CC2 (stereo unspecified) |
| -6 | 36 | CCOC(=O)NC(Nc1cc(C)ccn1)(C(F)(F)F)C(F)(F)F |
| 14 | 16 | COc1ccc(C(=S)N2CCCC2)cc1 |
| 62 | 7.9 | CCCCOc1ccccc1C1C(C(=O)OC)=CN(CC)C=C1C(=O)OC |
| -2 | 21 | Cc1sc2ncnc(NCCCn3ccnc3)c2c1C |
| -16 | 46 | C=CC(=O)NC(C)(C)Cc1ccccc1 |
| 14 | 31 | CCOC(=O)C1CCCN(c2c(NCCCN(C)Cc3ccccc3)c(=O)c2=O)C1 (stereo unspecified) |

Some of the compounds tested; count on the stated rates, not on these rows.
